High-throughput results: PubChem, Broad Institute
BioA inh: M. tuberculosis BioA enzyme inhibitors, primary screen, biochemical, plate reader, single point, HTS. 7,8-diaminopelargonic acid synthase BioA (Mycobacterium tuberculosis). purified M. tuberculosis BioA enzyme. inhibition, % at 9.99 µM. 360,000 compounds, 0.096% hits. AID 602481, 2012; in the data active = inhibition above about 40%
The depositor's hits bear a star. A portion of the library, so the mix of outcomes need not match the whole.

SMILES	BioA inh
N#C[C@@H]1[C@@H](c2ccc(C3=CCCCC3)cc2)[C@H](CO)N1C(=O)Cc1ccncc1	0.6
C[C@@H]1CCCCO[C@H](CN(C)C(=O)Nc2ccc(F)cc2)[C@H](C)CN([C@@H](C)CO)C(=O)c2cc(NS(C)(=O)=O)ccc2O1	-0.4
COc1ccc(COCC23N=C4SCc5ccccc5CN4[C@H](c4ccccc4O2)[C@H]3CO)cc1	0.9
COc1cccc(S(=O)(=O)N[C@@H]2C=C[C@@H](CC(=O)NCc3ccc(F)cc3)O[C@@H]2CO)c1	-0.6
C[C@@H]1CN([C@H](C)CO)C(=O)c2cc(NC(=O)CCN3CCOCC3)ccc2O[C@@H]1CN(C)Cc1ccc(C(=O)Nc2ccccc2N)cc1	0.5
CCC(=O)N1CCCCN2[C@H](CO)[C@@H](c3ccc(/C=C/c4ccccc4)cc3)[C@H]2C1	5.5
CO[C@@H]1CN(C)C(=O)c2ccc(NS(C)(=O)=O)cc2OC[C@@H](C)N(CCC(F)(F)F)C[C@@H]1C	-3.5
C/C=C/c1ccc2c(c1)O[C@@H](CN(C)C(=O)C1CCOCC1)[C@H](C)CN([C@H](C)CO)S2(=O)=O	2.3
CO[C@@H]1CN(C)C(=O)c2ccc(NC(=O)c3cccc(F)c3)cc2OC[C@H](C)N(C)C[C@H]1C	2.7
COc1ccc(CN(C)C[C@H]2Oc3ccc(NC(=O)C4CCCCC4)cc3CC(=O)N([C@@H](C)CO)C[C@@H]2C)cc1	3.7
C[C@H]1CCCCO[C@H](CN(C)C(=O)Nc2ccc3c(c2)OCO3)[C@@H](C)CN([C@@H](C)CO)C(=O)c2cc(NS(=O)(=O)c3ccccc3)ccc2O1	-1.1
O=C(C[C@H]1C[C@@H]2c3cc(NC(=O)Nc4ccccc4)ccc3O[C@@H]2[C@@H](CO)O1)NCc1ccccc1	0.1
CC(C)(C)[S@@](=O)N1Cc2cc(C(=O)NCc3ccc4c(c3)OCO4)nc(-c3cccc(-c4cccnc4)c3)c2[C@H]1CCO	6.4
Cc1ccc(S(=O)(=O)N(C)C[C@@H]2OCc3cn(nn3)CCCC(=O)N([C@H](C)CO)C[C@@H]2C)cc1	-1.5
COC(=O)C[C@H]1CC[C@H]2[C@@H](COc3ccc(NC(=O)Nc4c(C)noc4C)cc3C(=O)N2C)O1	8.2
COc1ccccc1C#Cc1ccc([C@H]2[C@@H](CO)N3CCCCN(CCC(F)(F)F)C[C@@H]23)cc1	2.9
C[C@H](CO)N1C[C@H](C)[C@H](CN(C)S(=O)(=O)c2ccccc2)Oc2ccc(NC(=O)CCCCCC(=O)Nc3ccccc3N)cc2CC1=O	7.3
COC(=O)C[C@H]1CC[C@@H]2[C@@H](COc3ccc(NS(=O)(=O)c4ccccc4Cl)cc3C(=O)N2C)O1	0.2
C[C@H](CO)N1C[C@H](C)[C@@H](CN(C)CC2CCCCC2)Oc2ccc(NS(=O)(=O)c3ccc(F)cc3)cc2C1=O	-0.5
O=C(c1ccccn1)N1CC[C@H]2[C@H](CO)Nc3ccc(C#Cc4cccnc4)cc3[C@H]21	0.2
C[C@@H]1CCCCO[C@@H](CN(C)C(=O)c2ccccc2)[C@H](C)CN([C@H](C)CO)C(=O)c2cc(NC(=O)c3ccccc3)ccc2O1	-1.6
COc1ccc(C#Cc2ccc([C@H]3[C@H](CO)N4CCCCN(C(=O)Nc5cccc(F)c5)C[C@@H]34)cc2)cc1	-2.9
O=C(C1CC1)N1C[C@H]2[C@@H](c3ccccc31)[C@@H](CO)N2S(=O)(=O)c1ccccc1	-1.8
COc1ccc(NC(=O)Nc2ccc3c(c2)C(=O)N([C@@H](C)CO)C[C@H](C)[C@@H](CN(C)Cc2ccc(C(F)(F)F)cc2)O3)cc1	-0.5
C/C=C/c1ccc([C@@H]2[C@@H](CO)N(C(=O)C3CC3)[C@H]2CN(C)C(=O)C2CC2)cc1	5.5
Cc1noc(C)c1S(=O)(=O)N(C)C[C@H]1OCCCC[C@@H](C)Oc2ccc(NC(=O)Nc3cccc4ccccc34)cc2C(=O)N([C@H](C)CO)C[C@@H]1C	-0.8
COc1ccccc1-c1ccc2n(c1=O)C[C@H]1[C@H](CO)[C@@H](C(=O)N(C)C)[C@@H]2N1C(=O)c1cccnc1	-2.7
CO[C@@H]1CN(C)C(=O)c2ccc(NC(=O)c3ccccc3F)cc2OC[C@@H](C)N(CC2CC2)C[C@H]1C	2.2
C[C@H](CO)N1C[C@H](C)[C@H](CN(C)C(=O)Nc2cccc(F)c2)OCc2cnnn2CCCC1=O	-1.7
COCC#Cc1ccc([C@H]2[C@@H](CO)N3CCCCN(S(=O)(=O)c4cccc(OC)c4)C[C@@H]23)cc1	0.5
COCC(=O)N(C)C[C@H]1Oc2cc(C#Cc3ccccc3)ccc2S(=O)(=O)N([C@H](C)CO)C[C@@H]1C	4.1
C[C@@H](NC(=O)[C@H]1N[C@H]2c3ccc(-c4ccncc4)c(=O)n3C[C@H]2[C@@H]1CO)c1ccccc1	-2.0
COc1ccc(NC(=O)Nc2ccc3c(c2)C(=O)N([C@@H](C)CO)C[C@@H](C)[C@H](CN(C)C(=O)Nc2ccc(C(F)(F)F)cc2)OCCCC[C@H](C)O3)cc1	-0.5
COCC(=O)Nc1ccc2c(c1)C(=O)N(C)C[C@H](OC)[C@H](C)CN(C(=O)COC)[C@@H](C)CO2	-1.4
COCCNC(=O)C[C@@H]1CC[C@H](NC(=O)NC2CCCC2)[C@H](CO)O1	-1.5
CCCNC(=O)N[C@@H]1CC[C@H](CC(=O)NC2CCC2)O[C@H]1CO	3.6
CC(C)NC(=O)N1[C@@H]2Cn3c(ccc(-c4cccc(C(=O)N(C)C)c4)c3=O)[C@H]1[C@@H](C(=O)O)[C@@H]2CO	-1.1
C[C@H]1CN([C@@H](C)CO)C(=O)c2cc(-c3ccc(C(=O)N(C)C)cc3)cnc2O[C@@H]1CN(C)C	1.3
O=C(C[C@@H]1CC[C@H]2[C@@H](COC[C@H](O)CN2S(=O)(=O)c2ccc(F)cc2)O1)N[C@@H]1CCN(Cc2ccccc2)C1	-1.8
CCNC(=O)[C@H]1[C@H](CO)[C@H]2Cn3c(ccc(-c4ccc(F)cc4)c3=O)[C@@H]1N2Cc1ccccc1F	-1.7

Looked up by compound from the list above (6):
SMILES	BioA inh
COc1ccc(NC(=O)Nc2ccc3c(c2)C(=O)N([C@@H](C)CO)C[C@H](C)[C@@H](CN(C)Cc2ccc(C(F)(F)F)cc2)O3)cc1	-0.5
C[C@H]1CN([C@@H](C)CO)C(=O)c2cc(-c3ccc(C(=O)N(C)C)cc3)cnc2O[C@@H]1CN(C)C	1.3
CO[C@@H]1CN(C)C(=O)c2ccc(NC(=O)c3ccccc3F)cc2OC[C@@H](C)N(CC2CC2)C[C@H]1C	2.2
COCCNC(=O)C[C@@H]1CC[C@H](NC(=O)NC2CCCC2)[C@H](CO)O1	-1.5
COc1ccc(C#Cc2ccc([C@H]3[C@H](CO)N4CCCCN(C(=O)Nc5cccc(F)c5)C[C@@H]34)cc2)cc1	-2.9
CC(C)NC(=O)N1[C@@H]2Cn3c(ccc(-c4cccc(C(=O)N(C)C)c4)c3=O)[C@H]1[C@@H](C(=O)O)[C@@H]2CO	-1.1

Returning to the listing, repeating the 2 entries before the break.
SMILES	BioA inh
O=C(C[C@@H]1CC[C@H]2[C@@H](COC[C@H](O)CN2S(=O)(=O)c2ccc(F)cc2)O1)N[C@@H]1CCN(Cc2ccccc2)C1	-1.8
CCNC(=O)[C@H]1[C@H](CO)[C@H]2Cn3c(ccc(-c4ccc(F)cc4)c3=O)[C@@H]1N2Cc1ccccc1F	-1.7
O=C(NC1Cc2ccccc2C1)[C@@H]1[C@@H](CO)[C@@H]2Cn3c(ccc(C4=CCCC4)c3=O)[C@H]1N2	1.0
CN(C)CCCNC(=O)C[C@H]1CC[C@H]2[C@@H](COc3ccc(NC(=O)C4CCC4)cc3C(=O)N2C)O1	-1.9
C[C@@H]1CN([C@H](C)CO)C(=O)CCCn2cc(nn2)CO[C@@H]1CN(C)C(=O)CCCN(C)C	1.2
C[C@@H]1CCCCO[C@H](CN(C)C(=O)Nc2ccc3c(c2)OCO3)[C@H](C)CN([C@H](C)CO)C(=O)c2cc(NS(=O)(=O)c3cccs3)ccc2O1	0.3
C[C@H]1CN([C@@H](C)CO)C(=O)Cc2cc(NS(C)(=O)=O)ccc2O[C@@H]1CN(C)S(=O)(=O)c1ccccc1	-0.4
O=C(C[C@@H]1CC[C@H]2[C@@H](COC[C@@H](O)CN2S(=O)(=O)c2ccccc2)O1)Nc1ccc(-c2ccccc2)cc1	0.4
CO[C@H]1CN(C)C(=O)c2cc(NC(C)=O)ccc2OC[C@H](C)N(C(=O)C2CCOCC2)C[C@H]1C	-1.5
C[C@H](CO)N1C[C@H](C)[C@@H](CN(C)S(=O)(=O)c2ccc(Cl)cc2)Oc2ccc(NC(=O)CCC(F)(F)F)cc2CC1=O	2.4
CO[C@@H]1CN(C)C(=O)c2cc(NS(=O)(=O)c3ccccc3)ccc2OC[C@H](C)N(C(=O)NC(C)C)C[C@H]1C	-1.5
C[C@H]1CN([C@@H](C)CO)C(=O)c2cc(C#CC(C)(C)O)cnc2O[C@H]1CN(C)C(=O)c1ccccc1F	3.8
C[C@H]1CN([C@@H](C)CO)C(=O)c2cccc(NC(=O)c3ccc(-c4nccs4)cc3)c2O[C@H]1CN(C)Cc1ccc(Cl)c(Cl)c1	-0.9
COc1ccccc1NC(=O)N(C)C[C@@H]1OCc2cn(nn2)CCCC(=O)N([C@H](C)CO)C[C@@H]1C	-0.1
CNC[C@@H]1Oc2ncc(-c3ccccc3)cc2C(=O)N([C@H](C)CO)C[C@@H]1C	-1.2
CCCNC(=O)Nc1ccc2c(c1)C(=O)N(C)[C@@H]1CC[C@@H](CC(=O)NC)O[C@@H]1CO2	-0.2
CN1[C@@H]2c3ccc(-c4ccc(F)cc4)c(=O)n3C[C@H]1[C@H](CO)[C@H]2C(=O)N1CCCCC1	-0.3
C[C@@H]1CN([C@H](C)CO)C(=O)c2cccc(NS(=O)(=O)c3cccs3)c2O[C@@H]1CN(C)S(C)(=O)=O	-1.3
COc1ccc(NC(=O)N[C@H]2CC[C@H](CC(=O)NC3CCC3)O[C@H]2CO)cc1	-4.1
C[C@@H]1CCCCO[C@@H](CN(C)Cc2ccc(C(F)(F)F)cc2)[C@H](C)CN([C@@H](C)CO)C(=O)c2cc(NS(=O)(=O)c3cn(C)cn3)ccc2O1	5.6
C[C@@H]1CN([C@@H](C)CO)C(=O)Cc2cc(NC(=O)Cc3cn(C)c4ccccc34)ccc2O[C@H]1CN(C)C(=O)Nc1ccc(C(F)(F)F)cc1	1.0
N#C[C@H]1[C@H](c2ccc(C#Cc3cccc(F)c3)cc2)[C@H](CO)N1C(=O)C1CCCC1	-6.5
CO[C@H](CN(C)C(=O)c1cnccn1)[C@@H](C)CN([C@H](C)CO)S(=O)(=O)c1ccc(C)cc1	-0.4
COc1ccc(S(=O)(=O)N2CC[C@@H]3[C@H](CO)Nc4ccc(-c5ccccc5F)cc4[C@@H]32)cc1	-2.9
CN1C(=O)c2cc(NC(=O)c3ccc(F)cc3)ccc2OC[C@H]2O[C@H](CC(=O)NC3CCC3)CC[C@@H]21	0.0
C[C@H]1CN([C@@H](C)CO)C(=O)c2cc(Br)cnc2O[C@H]1CN(C)C(=O)C1CCOCC1	-0.6
COc1ccccc1-c1cn(CC[C@H]2CC[C@@H](NC(=O)c3ccccc3F)[C@@H](CO)O2)nn1	7.8
N#C[C@H]1[C@@H](c2ccc(C#CCC3CCCC3)cc2)[C@H](CO)N1C(=O)c1ccccn1	-1.0
C[C@H]1CN([C@@H](C)CO)S(=O)(=O)c2ccc(/C=C/c3ccccc3)cc2O[C@H]1CN(C)C(=O)Nc1cccc(F)c1	-4.2
C[C@H]1CN([C@@H](C)CO)S(=O)(=O)c2ccc(-c3ccncc3)cc2O[C@H]1CN(C)C(=O)c1ccc2c(c1)OCO2	4.8
COCC(=O)N1[C@@H]2c3ccc(C4=CCCCC4)c(=O)n3C[C@@H]2[C@@H](CO)[C@@H]1C(=O)N1CCN(C)CC1	-1.7
COc1ccccc1S(=O)(=O)Nc1ccc2c(c1)OC[C@H](C)NC[C@H](C)[C@H](OC)CN(C)C2=O	-0.8
CC(C)C#Cc1cnc2c(c1)C(=O)N([C@H](C)CO)C[C@H](C)[C@H](CN(C)Cc1ccc3c(c1)OCO3)O2	-1.2
COCCNC(=O)C[C@H]1CC[C@H]2[C@@H](COC[C@@H](O)CN2C(=O)c2cc(Cl)cc(Cl)c2)O1	-2.3
CC(C)C#Cc1ccc2c(c1)O[C@@H](CN(C)Cc1ccncc1)[C@@H](C)CN([C@H](C)CO)S2(=O)=O	2.4
CNC(=O)C[C@H]1CC[C@@H]2[C@H](COC[C@@H](O)CN2C(=O)Nc2cccc(OC)c2)O1	77*
CO[C@H]1CN(C)C(=O)c2cc(NC(=O)c3cnccn3)ccc2OC[C@@H](C)N(C(C)=O)C[C@H]1C	2.9
CCCC(=O)Nc1ccc2c(c1)C(=O)N(C)[C@H]1CC[C@@H](CC(=O)NCc3cccc(F)c3)O[C@H]1CO2	-4.5
O=C(Nc1ccc2c(c1)[C@H]1C[C@H](CC(=O)N3CCc4ccccc4C3)O[C@H](CO)[C@H]1O2)C1CCOCC1	1.7
CN1C(=O)c2cc(NC(=O)Nc3ccccc3F)ccc2OC[C@H]2O[C@@H](CC(=O)O)CC[C@H]21	2.8
C[C@@H](O)C#Cc1ccc([C@H]2[C@@H](CO)N3CCCCN(C(=O)c4ccc(F)cc4)C[C@H]23)cc1	1.2
CCCNC(=O)N1[C@H](CNC(=O)c2cccc(F)c2)[C@@H](c2ccccc2)[C@@H]1CO	7.7
C[C@@H]1CCCCO[C@@H](CN(C)C(=O)Nc2cccc3ccccc23)[C@H](C)CN([C@H](C)CO)C(=O)c2cc(NC(=O)c3ccncc3)ccc2O1	-0.7
